D1 antagonist: Antagonist of Human D 1 Dopamine Receptor: qHTS | HEK293 TREx D1 cells, calcium flux, dopamine EC80; active compounds read low | activity change, negative = inhibition, % at 10 µM | hit rate 3.2% among 360,000; in the data active = activity change below about -30%; also: % is scaled to controls: 0 for no effect and ±100 for the full control effect
Target sequence (P21728 whole entry, looked up): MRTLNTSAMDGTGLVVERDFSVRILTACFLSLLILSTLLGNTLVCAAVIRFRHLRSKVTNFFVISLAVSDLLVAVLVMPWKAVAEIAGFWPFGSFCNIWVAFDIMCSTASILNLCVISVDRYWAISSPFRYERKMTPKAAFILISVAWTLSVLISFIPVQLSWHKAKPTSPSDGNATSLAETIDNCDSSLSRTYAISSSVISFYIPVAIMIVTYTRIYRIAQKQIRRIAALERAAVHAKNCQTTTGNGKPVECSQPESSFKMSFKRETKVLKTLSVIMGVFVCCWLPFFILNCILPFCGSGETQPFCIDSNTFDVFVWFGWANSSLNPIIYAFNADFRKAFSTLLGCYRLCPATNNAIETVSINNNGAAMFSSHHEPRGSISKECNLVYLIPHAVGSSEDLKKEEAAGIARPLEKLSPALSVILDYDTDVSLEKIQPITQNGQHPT
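Using tetracycline-induced force-coupled D1 Hek293 cells and a calcium dye, signals were followed for 180 s after compound, then for 180 s after EC80 dopamine, to detect inhibitors.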
D1 ag: Allosteric Agonists of the Human D1 Dopamine Receptor: qHTS; activation, % at 2 µM; hit rate 1% among 360,000; D(1A) dopamine receptor (Homo sapiens), P21728; HEK293 T-REx D1 cells, calcium flux, agonist mode; AID 504660, 2011; in the data active = activation above about 30%; also: 0% is about no effect
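Agonism was scored from calcium flux recorded over 180 s (1 read/s) after pintool compound addition, following a 10-cycle baseline. Cells were inducible force-coupled HEK293 TREx D1, plated overnight at 30 C and loaded with no-wash calcium dye.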
D2 potentiator: HTS Assay for Positive Allosteric Modulators of the Human D2 Dopamine Receptor: Primary Screen for Potentiators | D(2) dopamine receptor (Homo sapiens), P14416 | HEK293 T-REx D2, calcium flux, EC20 dopamine potentiation | potentiation, % at 10 µM | hit rate 0.34% among 340,000 | AID 485347, 2010;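 active = potentiation over 3 SD above the plate norm, cut at about 30% in these data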; also: 0% is about no effect
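Tetracycline-induced HEK293 T-REx cells force-coupled to calcium signalling expressed D2; compounds were pin-added after a 10 s baseline, read kinetically 180 s, then an EC20 dopamine challenge followed with a further 180 s calcium read.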
Vif-A3G inh: qHTS for Inhibitors of Vif-A3G Interactions: qHTS | DNA dC->dU-editing enzyme APOBEC-3G (Homo sapiens), Q9HC16 | HeLa A3G-eYFP + Vif (tagged APOBEC3G with the HIV-1 protein that degrades it), YFP fluorescence, overnight | Potency, µM (highest dose often 46.1 µM), without a hit: at the highest dose activity, negative = active, actives largely listed as inhibitors | hit rate 0.076% among 410,000 | AID 602310, 2012;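 also: potency is read from the fitted curve at half-maximal effect; % is scaled to controls: 0 for no effect and ±100 for the full control effect; nearly all actives have a fitted effect of over 60% in size; hits raise eYFP signal because A3G escapes Vif-driven loss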
Target sequence (Q9HC16 whole entry, looked up): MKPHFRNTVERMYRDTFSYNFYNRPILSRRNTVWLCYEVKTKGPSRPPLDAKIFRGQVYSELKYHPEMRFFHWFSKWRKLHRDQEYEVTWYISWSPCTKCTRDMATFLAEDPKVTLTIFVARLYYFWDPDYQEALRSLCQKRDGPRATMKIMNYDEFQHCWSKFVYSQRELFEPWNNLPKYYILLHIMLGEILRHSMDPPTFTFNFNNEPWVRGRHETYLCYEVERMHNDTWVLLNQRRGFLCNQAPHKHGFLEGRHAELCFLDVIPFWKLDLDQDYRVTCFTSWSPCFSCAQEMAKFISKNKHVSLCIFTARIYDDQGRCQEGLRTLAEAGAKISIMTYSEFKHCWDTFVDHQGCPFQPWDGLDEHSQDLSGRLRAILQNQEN
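HeLa cells stably expressing Vif and C-terminally eYFP-tagged A3G, seeded overnight at 37 deg C, then exposed to compound by pintool overnight at 37 deg C. Rise in yellow fluorescence (Ex 488/Em 500-530, Acumen) marks blocked Vif-driven A3G degradation.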
Vif-APOBEC3F blk: qHTS for Inhibitors of Vif-A3F Interactions: qHTS; HeLa A3F-eYFP + Vif (tagged APOBEC3F with the HIV-1 protein that degrades it), YFP fluorescence increase; hit rate 0.2% among 390,000; Potency, µM (series often up to 46.1 µM), inactives show at the highest dose activity, negative = active; also: potency is read from the fitted curve at half-maximal effect; % of control where 0% means no effect; nearly all actives have a fitted effect of over 65% in size
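HeLa cells stably expressing Vif plus C-terminally eYFP-tagged A3F were seeded, incubated overnight at 37 deg C, dosed with compound, incubated overnight again at 37 deg C. Yellow fluorescence (Ex 488/Em 500-530) reported blocked Vif-mediated A3F-eYFP degradation.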
RXFP1 ag: qHTS Assay for Agonists of the Relaxin Receptor RXFP1 | Relaxin receptor 1 (Homo sapiens), Q9HBX9 | HEK293T-RXFP1 cAMP TR-FRET, 30 min; response scale: percent of porcine relaxin response, buffer zero | Potency, µM (highest dose often 57.5 µM), for the others: at the top dose activation, most hits filed as activators | hit rate 0.3% among 370,000 | AID 2676, 2010; also: potency is read from the fitted curve at half-maximal effect; % is scaled to controls: 0 for no effect and ±100 for the full control effect; nearly all actives have a fitted effect of over 60% in size; many of its hits are not listed in these tables
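HEK293T cells stably expressing RXFP1 were pretreated with the PDE4 inhibitor Ro 20174, exposed to compounds for 30 min at 37C, lysed, and cAMP was read by TR-FRET. Data normalized to buffer (basal) and 29 nM porcine relaxin (100%).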
LDHA inh: qHTS assay for inhibitors of human lactate dehydrogenase; purified LDHA, NADH/diaphorase-resazurin fluorescence; active compounds read low; L-lactate dehydrogenase A chain (Homo sapiens), P00338; hit rate 0.15% among 480,000; activity change, % (values are at about 110 or 230 µM); AID 1347041, 2019; in the data active = activity change below about -30%; inconclusive = mostly about -25% to -30%;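 also: plate controls were DMSO wells for no effect and wells without enzyme for full effect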
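Human LDH5 at 2 nM final in Tris HCl pH 7.4 with 0.06 mM NADH and 0.2 mM pyruvate, reacted 5 minutes at room temperature. Remaining NADH coupled via diaphorase/resazurin; resorufin fluorescence read at 0 and 20 minutes, normalized to enzyme-free and DMSO wells.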
D1 potentiator: Potentiators of Human D1 Dopamine Receptor: qHTS. D(1A) dopamine receptor (Homo sapiens), P21728. HEK293 TREx D1 cells, calcium flux, dopamine EC20 potentiation. potentiation, % at 10 µM. hit rate 0.036% among 360,000. AID 504651, 2011; in the data active = potentiation above about 30%; also: 0% is about no effect
Glioma ERSR ind: qHTS for Inducers of the Endoplasmic Reticulum Stress Response (ERSR) in Human Glioma: qHTS; U87-MG GRP78 promoter luciferase reporter, 16 h; Potency, µM, without a hit: at the highest dose activation, hits mostly activators; hit rate 0.02% among 420,000; AID 602332, 2012; also: potency is read from the fitted curve at half-maximal effect; series mostly up to about 76 µM; % of control where 0% means no effect; nearly all actives have a fitted effect of over 35% in size
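ERSR induction read as luciferase luminescence (Bright-Glo, 10 min at room temperature) in stably transfected human U87-MG glioma cells exposed to compounds for 16 h, using GRP78 as sensor.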
The depositor's hits bear a star; ? = inconclusive; . = not tested or not shown; & = joins results of further samples. Unless noted, calls follow the shape of the dose curve; as a rule, active = well fitted curve in the direction sought with a large enough effect; inconclusive = small, poorly fitted or top-dose-only effect, or another doubt; inactive = no such curve, though single readings can be large; an effect the other way counts as inactive or inconclusive. These rows are one share of the data; the hit share may differ from the screen's.

SMILES	D1 antagonist	D1 ag	D2 potentiator	Vif-A3G inh	Vif-APOBEC3F blk	RXFP1 ag	LDHA inh	D1 potentiator	Glioma ERSR ind
O=C(CCC(=O)N1CCOc2ccc(Cl)cc21)N1CCC2(CC1)OCCO2	-7	3	7	1%	1%	4.7%	0	1	1%
COc1ccc(CCNC(C)CCc2ccc(OC)cc2)cc1 (stereo not drawn)	-5	0	17	-3%	1%	1.6%	-8	0	2%
O=C1/C(=C\c2ccc(Cl)cc2Cl)N2CCC1CC2	-13	1	6	-2%	-8%	0.4%	-1	-4	-1%
COc1ccc(C(O)c2ccccc2OP(=O)(N(C)C)N(C)C)cc1 (stereo not drawn)	12	2	-3	3%	5%	0.8%	-1	-6	-4%
Cc1ccc2nc3c(cc2c1)CC1(C(=O)N(C)C(=O)N(C)C1=O)C1COCCN31 (stereo not drawn)	-6	2	-2	6%	2%	0.0%	2	-2	4%
CCCC(C)C1(CC)C(=O)NC(=Nc2ccc(F)cc2)NC1=O (stereo not drawn)	0	13	-4	-1%	-7%	-0.8%	-5	-1	-5%
NC(Cc1ccc(O)cc1)C(=O)NN=Cc1ccc(N(CCCl)CCCl)cc1 (stereo not drawn)	.	.	.	-10%	15%	.	-2	.	-3%
O=c1[nH]c(O)c(N=Nc2ccc(S(=O)(=O)N3CCOCC3)cc2)c(=O)[nH]1	-9	1	9	-1%	-22%	3.9%	-8	-4	-2%
O=S(=O)(c1ccc(Cl)cc1)N1Cc2ccccc2-n2nncc2C1	.	.	.	-1%	0%	.	-21	.	-2%
COc1ccc(OC)c(NC(=O)Cn2cc(C(=O)c3ccccc3)c3ccccc32)c1	-11	2	-7	-3%	0%	4.6%	-10	6	0%
CN1CCc2c([nH]c3ccccc23)C1	-9	8	-25	1%	-1%	0.6%	2	-5	-3%
O=C(c1ccc2c(c1)ncn2-c1ccc(F)cc1F)N1CCC2(CC1)OCCO2	13	-2	-2	?	-6%	-0.6%	-7	3	2%
Cn1c(O)c(C=Nc2ccccc2Sc2ccccc2)c(=O)n(C)c1=O	0	1	0	3%	3%	0.0%	-2	9	0%
COc1ccc2c(c1O)C13CCN(C)C(C2)C1CCC(=O)C3 (stereo not drawn)	.	.	.	-1%	-11%	.	5	.	-4%
CC1CCN(C(=O)C(C)Cl)CC1 (stereo not drawn)	25	0	-28	1%	-1%	-0.2%	-5	-6	-4%
O=c1[nH]c(=O)n(-c2cccc(Cl)c2)c(O)c1C=NCCN1CCCCC1	-8	2	-4	0%	5%	0.9%	2	-6	-2%
CN(C)c1ccc(/C=C2/C(=N\O)C3CCN2CC3)cc1	-23	0	-6	2%	-4%	-6.5%	1	-11	2%
NN=C(N)N	-7	0	5	1%	3%	0.1%	-2	-6	-4%&-3%&-3%&-7%&-3%
CN(C)c1ccccc1	.	.	.	0%	-6%	.	-1	.	2%
COc1ccc(/C=C2/C(=O)NC(=O)N(c3ccccc3)C2=O)cc1CN1C(=O)c2ccccc2C1=O	-19	1	0	-1%	-6%	0.0%	-6	-12	1%

Retrieved by compound from above, 2 records:
SMILES	D1 antagonist	D1 ag	D2 potentiator	Vif-A3G inh	Vif-APOBEC3F blk	RXFP1 ag	LDHA inh	D1 potentiator	Glioma ERSR ind
O=C(CCC(=O)N1CCOc2ccc(Cl)cc21)N1CCC2(CC1)OCCO2	-7	3	7	1%	1%	4.7%	0	1	1%
O=C1/C(=C\c2ccc(Cl)cc2Cl)N2CCC1CC2	-13	1	6	-2%	-8%	0.4%	-1	-4	-1%

Additional entries follow:
SMILES	D1 antagonist	D1 ag	D2 potentiator	Vif-A3G inh	Vif-APOBEC3F blk	RXFP1 ag	LDHA inh	D1 potentiator	Glioma ERSR ind
Cc1ccc(-c2nc3ccccc3c(=O)n2-c2cc(C)ccn2)cc1	-4	2	-1	0%	6%	-0.1%	-2	1	2%
CCC/C(=N\O)c1c[nH]c2ccccc12	2	4	-5	-8%	1%	-0.7%	2	0	0%
COc1ccc2nc(/N=C/c3c(O)n(-c4cccc(Cl)c4)c(=O)[nH]c3=O)sc2c1	-12	1	-6	?	?	0.3%	-2	-2	-2%
O=C(/C=C/c1c[nH]c2ccccc12)c1c(O)n(CCc2ccccc2)c(=O)[nH]c1=O	51	383*	-7	?	-391%	2.0%	-5	39*	1%
O=P(Nc1ccccc1)(Nc1ccccc1)Oc1ccccc1	-1	1	3	0%	1%	5.5%	-3	2	-6%
COc1cc(CC2(CCc3ccncc3)C(=O)N(C)C(=O)N(C)C2=O)cc(OC)c1OC	-11	2	-3	10%	3%	1.6%	-2	-3	-5%
COC(=O)C1=C(c2ccccc2OCc2ccccc2)C[C@@H]2CC[C@H]1N2C(=O)NCc1ccc(C(C)(C)C)cc1	18	7	.	0%	1%	2.1%	-1	2	-3%
COc1ccc2c(CCN)c[nH]c2c1	12	3	-5	0%	0%	-4.0%	-2	-12	-3%&-2%
CN1CCN(c2c(F)cc([N+](=O)[O-])c(N)c2Br)CC1	-7	8	-19	1%	3%	-0.5%	-8	-13	0%
CCOc1ccc(CC2(CCc3ccncc3)C(=O)NC(=O)NC2=O)cc1	12	1	-12	0%	-2%	3.4%	-7	-1	6%
O=C(NC1CONC1=O)OCC(Cl)(Cl)Cl (stereo not drawn)	6	0	5	3%	7%	1.5%	-9	-7	-2%
CCN(CC)C(=O)c1ccc(NC(=O)c2ccc(-c3nn(C)c(=O)c4ccccc34)cc2)cc1	-8&3	-1&1	-7&5	-3%&-2%	-12%&1%	-0.7%&12%	6&-3&-14	-4&-5	2%&0%
COc1ccc(-c2nn3c(=O)cc(CN4CCN(C(=O)COc5ccc(F)cc5)CC4)nc3s2)cc1	-25	0	-8	-3%	0%	0.5%	-7	-1	-2%
CN1CCCN(C(=O)COc2ccc(F)cc2Cl)CC1	14	4	18	0%	2%	-1.2%	-2	-4	-3%
O=C(Oc1ccc([N+](=O)[O-])cc1)N1CCC(N2CCCCC2)CC1	17	-2	-8	0%	6%	0.2%	-5	-1	-5%
Cc1sc(NC(=O)Cn2c(=O)oc3ccccc32)nc1-c1ccc(Cl)cc1	-6	4	.	?	1%	0.3%	-13	-4	-7%
Cc1ccc(N(C)C(=O)Oc2cccc3cccnc23)cc1	5	1	-2	1%	-1%	0.7%	-4	-5	0%
COC(=O)C(O)(c1ccc(NC(=O)c2ccco2)c(OC)c1)C(F)(F)F (stereo not drawn)	2	6	.	0%	2%	2.3%	0	-4	-1%
COc1ccc(N2C(=O)/C(=C/c3cccs3)C(=O)NC2=S)cc1	4	4	2	-16%	1%	-0.6%	3	-14	-1%
c1ccc(P(c2ccccc2)c2ccccn2)cc1	7	0	13	0%	?	-3.4%	-6	6	-3%
Cc1ccccc1-n1c(O)c(/C=C2/C(c3ccccc3)=Nc3ccccc32)c(=O)[nH]c1=O	-50*	14	13	?	-19%	-2.2%	-12	-5	14%
COC1=CC2[C@@H]3Cc4ccc(OC)c(O)c4[C@]2(CCN3C)CC1=O (stereo partly drawn)	.	.	.	0%	6%	.	9	.	-1%
NC(=O)Cn1cc(C=C2C(=O)NC(=O)NC2=O)c2ccccc21	-1	2	7	0%	6%	-0.6%	0	2	-4%
COC(=O)C1=C(c2ccc(OC(F)(F)F)cc2)C[C@@H]2CC[C@H]1N2C(=O)NCCOc1ccc(OC)cc1	-2	8	-7	-2%	0%	1.4%	1	-6	-6%
Fc1ccc(CCNCc2ccc(Cl)c(Cl)c2)cc1	-15	10	-22	-20%	-21%	-0.6%	2	-2	-1%
Cc1ccc(OCCSC2=NN2c2cc(C)nc(N)n2)cc1	4	1	-10	0%	1%	7.1%	0	1	-4%
CS(=O)(=O)c1ccc(C2=C(CNC(=O)c3cccnc3)[C@H]3CC[C@@H](C2)N3Cc2ccco2)cc1	.	.	.	2%	0%	.	-7	.	-1%
CC(=O)NC(=O)NC(C)Cc1ccccc1 (stereo not drawn)	-26	0	7	1%	3%	-0.9%	1	-8	4%
CCC1(CCc2ccncc2)C(=O)NC(=O)NC1=O	17	-1	4	0%	-6%	0.0%	-7	1	-7%
CS(=O)(=O)c1ccc(C2=C(CNC(=O)c3cccs3)[C@H]3CC[C@@H](C2)N3CCOc2ccccc2)cc1	.	.	.	-7%	7%	.	-9	.	-1%
C[C@]12CCC(OC(=O)CCC(=O)O)CC1=CCC1C2CC[C@]2(C)C(=O)CCC12 (stereo partly drawn)	-2	2	-6	0%	2%	0.8%	-5	-1	0%
C#CC1(O)C=CC2C3CCC4=CC(=O)CCC4C3CCC21CC (stereo not drawn)	-27	11	6	-4%	1%	1.4%	3	6	-5%&-5%
COc1ccc(-n2c(O)c(C(C)=NCCc3c[nH]c4ccccc34)c(=O)[nH]c2=O)cc1	-5	3	14	-1%	1%	0.2%	-4	-2	-3%
CCCCn1c(=O)c(C(=O)NC(C)c2ccccc2)c(O)c2ccccc21 (stereo not drawn)	23	11	13	0%	3%	-0.3%	-6	2	-6%
COC(=O)C1=C(c2ccc(F)cc2F)C[C@@H]2CC[C@H]1N2C(=O)NC(C)C	-23	-1	-11	0%	-1%	2.7%	-1	-1	-2%
COC(=O)C1=C(c2ccc(Cl)c(C(F)(F)F)c2)C[C@@H]2CC[C@H]1N2C(=O)NCc1cc(C)oc1C(F)(F)F	4	3	7	-9%	-2%	-0.1%	-4	-2	-3%
O=c1ccc2cc(O[C@@H]3O[C@@H](CO)[C@H](O)[C@@H](O)[C@@H]3O)c(O)cc2o1	-11	2	12	-1%	2%	27%	1	-1	-2%

Compound activity from PubChem BioAssay.
